Screening results (PubChem BioAssay)
E-sel TNF inh: blocks E-selectin expression induced by TNF alpha; AID 1246; actives 0.71% (n = 120,000); inhibition, % at 2 µM; HUVEC TNFa-induced E-selectin immunofluorescence, high content;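 active means inhibition above the batch mean plus 3 SD, and confirmed as a hit on visual image review, cut at about 43% in these data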;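 further: 0% = TNF-stimulated DMSO wells and 100% = unstimulated control wells; not every result past the cut was called active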
Yeast life ext: extends the lifespan of yeast; inhibition of the nicotinamide effect, % at 10 µM; actives 0.68% (n = 130,000); S. cerevisiae growth with nicotinamide, OD615; deaD strain in restrictive glucose medium; AID 775;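 active means inhibition above a set limit, placed 3 SD over the median of all compounds, cut at about 26% in these data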;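 further: 0% = nicotinamide-treated wells and 100% = cells grown without nicotinamide; some compounds called inactive have numbers as strong as hits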
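assay system = DeaD-strain S. cerevisiae | buffer or medium = restrictive glucose medium | reagent = 1.5 mM nicotinamide | compound = 10 µM single point, 0.25% DMSO | incubation = 48 h compound exposure at 30 °C, humidified | signal = OD615 measurement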
PTEN del growth: suppresses growth of cells with PTEN deletion; HCT116 PTEN-null viability, CellTiter-Glo, 60 h; hits give low values; viability, % at 10 µM; actives 1.2% (n = 140,000); AID 827;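 active means viability at or below a set limit, 4 SD under the median of all tested compounds, cut at about 3.7% in these data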;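 further: PTEN knockout HCT116 line with beta catenin targeted HCT116 as companion control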
MRP1 act: activates MRP-1; H69AR cells + doxorubicin, viability rescue, CellTiter-Glo; viability increase, % at 10 µM; actives 0.61% (n = 140,000);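 active means viability gain under doxorubicin at or above a set limit, the compound median plus 3 SD, cut at about 4.7% in these data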;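 further: MRP-1 overexpressing cells given doxorubicin 25 µM after compound pretreatment; 18-22 h compound pretreatment then 72 h with doxorubicin before readout; 0% = doxorubicin-only wells and 100% = vehicle-treated cells without doxorubicin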
NPY Y2 blocker: antagonists of human neuropeptide Y receptor Y2; P49146; actives 0.99% (n = 140,000); inhibition, % at 2.7 µM; NPY-Y2 expressing cells, antagonist mode; in the data active means inhibition above about 17%;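 further: 0% = vehicle with agonist challenge and 100% = reference antagonist with challenge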
Target sequence (P49146 whole entry, looked up): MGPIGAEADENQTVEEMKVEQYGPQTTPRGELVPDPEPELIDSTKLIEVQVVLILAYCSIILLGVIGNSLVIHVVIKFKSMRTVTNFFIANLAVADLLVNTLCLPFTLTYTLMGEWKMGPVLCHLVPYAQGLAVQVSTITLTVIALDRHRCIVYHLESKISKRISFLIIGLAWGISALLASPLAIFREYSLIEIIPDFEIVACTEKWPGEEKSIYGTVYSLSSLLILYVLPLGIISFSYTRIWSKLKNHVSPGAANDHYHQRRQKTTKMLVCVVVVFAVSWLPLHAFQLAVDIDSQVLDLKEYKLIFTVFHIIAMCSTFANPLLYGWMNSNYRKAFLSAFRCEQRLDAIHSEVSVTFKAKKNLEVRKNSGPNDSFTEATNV
Phagocyt inh: blocks phagocytosis by macrophages | actives 0.07% (n = 110,000) | inhibition, % at 5 µM | J774A.1 macrophage IgG-bead phagocytosis, imaging;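 active means inhibition above the mean of the plate negative controls plus 5 SD, cut at about 13% in these data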;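 further: phagocytic index as fraction of beads internalized from green versus red external bead signal; plate controls were DMSO negative control for no effect and cytochalasin-D positive control for full effect; some results beyond the cut were filed as inactive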
BB579 growth dn: chemicals that inhibit yeast BB579 growth in restrictive medium (lifespan-shortening candidates) | S. cerevisiae BB579 growth, OD615, 48 h | inhibition, % at 10 µM | actives 0.51% (n = 140,000);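 active means inhibition above a set limit, 3 SD over the mean compound inhibition, cut at about 44% in these data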; further: inactives centre near -24
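test system = yeast BB579 (DeaD) | buffer or medium = restrictive CSMM-D medium | doses = single compound dose of 10 µM, 0.25% DMSO final | times = 4 h preincubation and 48 h exposure at 30 °C | technique = culture absorbance at 615 nm | benchmarks = amphotericin B 10 µg/mL, positive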
bCat KO growth: beta-catenin-lacking colon tumor cell growth suppression; viability, % at 10 µM; AID 818; actives 1.5% (n = 140,000); HCT116 beta-catenin knockout viability, CellTiter-Glo, 60 h; hits give low values;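 active means viability at or under a set limit, the compound median less 4 SD, cut at about 6% in these data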;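 further: 0% = Hyamine 1622 control at 20 µM and 100% = untreated cell control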
GALR2 antag: GALR2 (human) receptor antagonism. GALR2-expressing cells, antagonist mode. O43603. inhibition, % at 4 µM. actives 0.39% (n = 140,000); in the data active means inhibition above about 27%;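 further: cells stimulated with galanin 1-16 at roughly its EC80; 0% = agonist challenge control and 100% = basal control without agonist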
Target sequence (O43603 whole entry, looked up): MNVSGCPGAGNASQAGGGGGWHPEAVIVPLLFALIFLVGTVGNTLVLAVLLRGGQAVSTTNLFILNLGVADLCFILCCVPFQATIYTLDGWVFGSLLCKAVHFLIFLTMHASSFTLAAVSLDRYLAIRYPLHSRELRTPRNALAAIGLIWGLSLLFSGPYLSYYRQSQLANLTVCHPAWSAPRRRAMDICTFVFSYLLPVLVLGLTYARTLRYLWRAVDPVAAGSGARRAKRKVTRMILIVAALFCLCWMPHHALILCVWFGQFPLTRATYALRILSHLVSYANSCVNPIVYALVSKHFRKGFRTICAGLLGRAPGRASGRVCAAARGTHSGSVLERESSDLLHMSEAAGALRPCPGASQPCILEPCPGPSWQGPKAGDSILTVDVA
Measles CPE: protection of cells from measles virus. Measles virus-infected cells, CPE protection, absorbance. protection (pct of control), % at 4 µM. actives 1.5% (n = 140,000); in the data active means protection mostly above about 24%, no sharp cut-off; inactive means mostly below about 26%; further: some compounds called inactive have numbers as strong as hits
The depositor's hits bear a star; · = no result given.

mol,E-sel TNF inh,Yeast life ext,PTEN del growth,MRP1 act,NPY Y2 blocker,Phagocyt inh,BB579 growth dn,bCat KO growth,GALR2 antag,Measles CPE
CCOC(=O)C1=C(C)NC(SCC(=O)OC)=C(C#N)C1c1ccc(C(=O)OC)cc1 (stereo not given),·,5,104,-4.9,4,·,-3,86,2,12
Fc1ccc(C(c2nnnn2C2CCCC2)N2CCc3ccccc32)cc1 (stereo not given),·,-5,72,-3.5,15,·,-27,75,8,10
Nc1nc(N)c2sc3nc4c(cc3c2n1)CCC4,-12,-4,93,-0.3,-2,0,-12,88,-3,11
COc1cc(C2=NOC(C(=O)Nc3ccc(C(C)=O)cc3)C2)cc(OC)c1OC (stereo not given),-65,-7,103,0.7,-4,0,-43,97,5,2
Nc1c(C(=O)NCC2CCCO2)sc2nc3c(c(-c4ccco4)c12)CC/C3=C\c1ccco1 (stereo not given),·,-2,99,-0.5,-2,-4,-7,82,-12,5
O=C(Nc1cc(C(F)(F)F)ccc1N1CCOCC1)c1ccco1,8,-9,95,-1.5,4,-1,-60,95,-3,8
COc1cc2cc(C(c3nnnn3C(C)(C)C)N3CCC(C)CC3)c(=O)[nH]c2cc1OC (stereo not given),4,-11,107,-0.2,3,-1,7,105,-5,11
Cn1c2ccccc2c(=O)c2c(=O)n(-c3ccccc3)c(C3CCCCC3)nc21,·,2,76,-3.7,5,·,-33,74,-12,14
CC(C)Cn1c(SCC(=O)N2CCc3ccccc3C2)nc2cc(Cl)ccc2c1=O,·,-3,60,-1.8,8,·,-31,63,8,7
Cc1ccc(-n2nnnc2SC(C)C(N)=O)c(C)c1 (stereo not given),-2,0,101,2.0,-1,-1,0,90,-2,16
N=c1n(Cc2ccccc2)c2ccccc2n1Cc1ccccc1,14,5,38,-4.7,23*,-2,-3,27,9,6
C=CCn1c(SCC(=O)c2ccc(OC)cc2)nnc1-c1ccc2c(c1)OCO2,-1,8,91,-3.2,5,-1,-57,86,8,9
CN(C)CCCOC(=O)Cc1ccc(Cl)cc1,1,-11,104,0.1,3,4,15,93,-7,11
CC(C)OC(=O)CSc1nnc(-c2cnccn2)n1-c1ccccc1,9,-8,92,-0.5,3,·,0,98,-11,15
CC(C)=C1C2CCC1C1C(=O)N(c3nccs3)C(=O)C21 (stereo not given),·,15,110,-2.1,2,-4,-31,89,15,4
COc1ccc(-n2c(Cn3nc(C(F)(F)F)cc3C)n[nH]c2=S)cc1,·,-2,97,-1.9,0,-1,-6,96,-3,9
Cc1nc2c(c(-c3ccccc3)c1C#N)C(=O)c1ccccc1-2,-44,-17,82,-2.0,2,·,-36,85,1,2
COCCCn1c2nc3ccccc3nc2c2c(=O)n(-c3ccccc3OC)c(C)nc21,-11,-4,96,-3.5,2,·,-26,96,1,4
CC(C)(C)NC(=O)C(c1ccccc1F)N(Cc1ccco1)C(=O)c1csnn1 (stereo not given),56,-2,89,-2.6,-1,0,-23,88,0,10
Cc1ccc2oc(=O)c3cnn(CC(=O)Nc4ccccc4N4CCN(C)CC4)c3c2c1,-27,-4,12,-4.3,0,0,1,19,14,0
CCn1cc([N+](=O)[O-])c(C(=O)Nc2nc(-c3ccc(C)c(C)c3)c(C)s2)n1,0,-9,70,1.1,-1,1,-90,88,-5,·
CCOC(=O)C1=C(N)n2c(s/c(=C/c3ccccc3)c2=O)=C(C(=O)OCC)C1c1ccccc1 (stereo not given),-5,6,53,-2.7,-4,9,-29,34,7,2
Cc1ccc(C(=O)NC2CCS(=O)(=O)C2)cc1S(=O)(=O)N1CCCCC1 (stereo not given),6,-8,97,-1.1,-3,1,-17,90,-9,5
O=C(/C(=C/O)N=Nc1ccc(Cl)cc1)c1ccncc1,15,77*,0.8*,-5.4,3,·,-31,0.6*,-16,6
CC1(C)CC(NC(=O)c2cccc3ccccc23)CC(C)(C)N1,19,0,101,-1.9,5,·,-22,96,-18,7
Cc1nc(NC(=O)/C=C/c2ccccc2)sc1C(=O)Nc1ccc(Cl)cc1,-16,-1,68,-2.7,2,·,-47,60,1,3
CC(=O)c1c(C(C)=O)c(C)n(-c2ccc(N)c(C)c2)c1C,12,-9,101,-1.2,2,2,-41,102,-11,11
Cc1cc(Cl)ccc1OCCCC(=O)NCC1CCCO1 (stereo not given),-1,-16,104,-0.3,0,2,3,110,4,3
CC(C)Cc1ccc(S(=O)(=O)N2CCN(C(=O)c3ccco3)CC2)cc1,11,-2,58,-1.2,9,-1,-32,50,-7,4
Cc1cc(C)nc(/N=C(\N)N2CCCCCC2)n1,·,0,78,0.3,2,-1,-25,77,-6,10
CCC(=NC1CC(C)(C)NC(C)(C)C1)C1=C(O)CC(C)(C)CC1=O,·,36*,115,-0.5,1,1,-34,105,-5,23
O=C(CSc1nc2ccccc2[nH]1)NCc1ccco1,-27,-14,107,-1.7,-3,0,-25,86,5,8
Cc1ccc(C)c2[nH]c(=O)c(CN(Cc3ccc4c(c3)OCO4)Cc3nnnn3Cc3ccco3)cc12,33,-3,29,-4.0,0,·,-65,46,-13,14
CCc1nc(N)c(C#N)c(-c2ccc(OC)c(OC)c2)c1C,-12,-14,97,-3.3,7,-4,-43,82,5,8
COc1ccc(-n2c(SCc3ccc([N+](=O)[O-])cc3)nnc2-c2ccccc2)cc1,26,1,52,-3.8,112*,-4,-33,53,-33,11
O=C(CN1C(=O)CNC1=O)Nc1cccc(C(F)(F)F)c1,-13,7,111,-1.1,0,-1,3,91,-11,15
O=C(NCCc1ccccc1)C1CC(=O)N(C2CCCCCC2)C1 (stereo not given),-36,-10,93,-2.4,2,1,-44,93,6,4
Cc1[nH][nH]c(=O)c1C(c1c(C)[nH][nH]c1=O)c1cn(Cc2ccccc2Cl)c2ccccc12,·,0,15,-5.5,1,-1,-18,24,-13,3
Cc1nc2nc(-c3cccnc3)nn2c(C)c1Cl,3,-7,89,-0.8,5,0,28,83,-20,14
C=CCn1c(SCC(=O)N2CCc3ccccc3C2)nc2sc(C)cc2c1=O,12,-8,53,-1.4,3,·,-29,49,-10,33*
NNc1nc(Nc2ccccc2)nc(N2CCCCC2)n1,-5,-12,97,0.6,3,0,-35,92,2,16
O=C(Nc1cccc(F)c1)c1c(F)c(F)c(F)c(F)c1F,5,-2,54,-5.2,3,-5,-26,48,-4,2
Cc1ccc(N2C(=O)C(Cc3ccccc3)NC2=S)cc1 (stereo not given),-38,-12,106,-0.7,2,0,-44,91,7,9
Cc1ccc(Cn2c(=O)n(Cc3ccco3)c(=O)c3ccccc32)cc1,-27,-10,102,-1.5,7,·,-9,92,5,19
O=C1CCCC2=C1C(c1ccccc1)CC(=O)N2c1ccccc1 (stereo not given),·,-18,80,-2.6,0,0,-33,91,-5,4
C/C(=N\NC(=O)COc1ccc(C(C)(C)C)cc1)c1ccc(OC(F)F)cc1,6,-1,91,-0.1,0,-14,-21,88,4,21
Cc1cc(C)c(-n2c(C)cc(/C=C3/NC(=O)NC3=O)c2C)c(C)c1,2,-21,55,-4.5,3,·,-30,72,6,7
COc1ccc(C(=O)Nc2ccc(S(=O)(=O)Nc3cc(C)nc(C)n3)cc2)c(OC)c1,0,5,90,-3.7,-2,0,0,89,6,5
Cc1cc(/C=C(\C#N)C(=O)O)c(C)n1CC(C)C,·,4,86,0.0,1,-8,-24,100,-1,7
CCN(CC(=O)NC1CCCC1)S(=O)(=O)c1ccc(C)cc1,13,-4,102,-0.5,1,0,-21,94,-4,0
CC(C)Oc1cc2oc(=O)c3c(c2cc1Cl)CCC3,18,6,108,2.1,8,1,-25,102,-6,4
COc1ccc(/C=N/N=C2/NC(=O)C(c3ccccc3)(c3ccccc3)S2)cc1,-3,-5,79,-2.0,-3,0,-55,82,1,5
COC(=O)C1=C(NC(=O)c2ccc(C)cc2)CCS1,·,-5,88,-0.2,2,·,-32,91,0,2
O=C(CCN1CCc2ccccc2CC1)c1ccc2c(c1)OCCO2,4,31,92,-2.7,8,-1,-87,75,7,0
Cc1ccc(NC(=O)CSc2ccccc2NC(=O)c2ccccc2)cc1Cl,-2,0,94,-3.1,3,-9,-63,98,-1,4
CCOC(=O)c1nnn(CC(=O)N2N=C(c3ccccc3)CC2c2ccccc2)c1C(=O)OCC (stereo not given),-8,·,89,-2.0,4,·,-31,86,6,21
Cc1nnc(SCC(=O)N(C)Cc2ccccc2)[nH]c1=O,-3,-6,111,-0.3,-1,0,-30,95,-5,0
C=CCNC(=O)CC(=O)N/N=C/c1cccc(C)c1,·,2,100,-1.5,-1,2,8,96,0,8
O=C(CCSc1ccc(Cl)c(Cl)c1)NC12CC3CC(CC(C3)C1)C2,12,7,44,-1.6,5,-5,-38,38,9,5

Structural class: those above with a Cl atom
mol,E-sel TNF inh,Yeast life ext,PTEN del growth,MRP1 act,NPY Y2 blocker,Phagocyt inh,BB579 growth dn,bCat KO growth,GALR2 antag,Measles CPE
CC(C)Cn1c(SCC(=O)N2CCc3ccccc3C2)nc2cc(Cl)ccc2c1=O,·,-3,60,-1.8,8,·,-31,63,8,7
CN(C)CCCOC(=O)Cc1ccc(Cl)cc1,1,-11,104,0.1,3,4,15,93,-7,11
O=C(/C(=C/O)N=Nc1ccc(Cl)cc1)c1ccncc1,15,77*,0.8*,-5.4,3,·,-31,0.6*,-16,6
Cc1nc(NC(=O)/C=C/c2ccccc2)sc1C(=O)Nc1ccc(Cl)cc1,-16,-1,68,-2.7,2,·,-47,60,1,3
Cc1cc(Cl)ccc1OCCCC(=O)NCC1CCCO1 (stereo not given),-1,-16,104,-0.3,0,2,3,110,4,3
Cc1[nH][nH]c(=O)c1C(c1c(C)[nH][nH]c1=O)c1cn(Cc2ccccc2Cl)c2ccccc12,·,0,15,-5.5,1,-1,-18,24,-13,3
Cc1nc2nc(-c3cccnc3)nn2c(C)c1Cl,3,-7,89,-0.8,5,0,28,83,-20,14
CC(C)Oc1cc2oc(=O)c3c(c2cc1Cl)CCC3,18,6,108,2.1,8,1,-25,102,-6,4
Cc1ccc(NC(=O)CSc2ccccc2NC(=O)c2ccccc2)cc1Cl,-2,0,94,-3.1,3,-9,-63,98,-1,4
O=C(CCSc1ccc(Cl)c(Cl)c1)NC12CC3CC(CC(C3)C1)C2,12,7,44,-1.6,5,-5,-38,38,9,5
